From PubChem BioAssay
NFkB binder: binds human NF-kappa-B p105 on microarray; Small molecule microarray, anti-His fluorescence binding; calls only; 17,000 tested, 1.3% active;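 active means spot fluorescence over background significantly raised, with a chance value under 7% in all four replicate spots of the compound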;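 further: probe protein is his-tagged human p50 processed subunit at 1 µg/ml; raw spot fluorescence signals with no normalization applied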
Target sequence (P19838 1-433 limits assumed): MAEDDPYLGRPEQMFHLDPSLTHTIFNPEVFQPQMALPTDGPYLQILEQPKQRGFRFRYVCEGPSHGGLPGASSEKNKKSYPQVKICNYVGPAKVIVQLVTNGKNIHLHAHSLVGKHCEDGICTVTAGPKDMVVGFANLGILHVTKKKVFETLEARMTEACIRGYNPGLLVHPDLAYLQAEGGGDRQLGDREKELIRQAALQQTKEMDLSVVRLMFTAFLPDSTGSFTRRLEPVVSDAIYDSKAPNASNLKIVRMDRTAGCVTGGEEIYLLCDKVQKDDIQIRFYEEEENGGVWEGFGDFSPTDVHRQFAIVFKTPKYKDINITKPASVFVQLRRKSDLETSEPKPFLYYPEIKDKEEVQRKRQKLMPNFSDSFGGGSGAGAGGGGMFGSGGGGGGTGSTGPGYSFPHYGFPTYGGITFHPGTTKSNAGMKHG
Calls only; i = inactive; + = active, no number.

> COC(=O)Cc1c(CCC(=O)O)oc2cc(C)cc(O)c2c1=O
- NFkB binder: i
> CC(C)NC(=O)Nc1cccc2c1O[C@@H](CN(C)Cc1ccc(Cl)c(Cl)c1)[C@H](C)CN([C@H](C)CO)C2=O
- NFkB binder: i
> C[C@H](CO)N1C[C@H](C)[C@H](CN(C)C(=O)Nc2ccc(C(F)(F)F)cc2)Oc2c(NS(=O)(=O)c3ccccc3)cccc2C1=O
- NFkB binder: i
> COc1ccc(CN(C)C[C@@H]2Oc3ccc(NC(=O)Nc4ccc(C(F)(F)F)cc4)cc3C(=O)N([C@@H](C)CO)C[C@@H]2C)cc1
- NFkB binder: i
> C[C@@H]1CN([C@@H](C)CO)C(=O)Cc2cc(NC(=O)Cn3cnnn3)ccc2O[C@H]1CN(C)S(=O)(=O)c1ccccc1
- NFkB binder: i
> C[C@H]1CN([C@@H](C)CO)C(=O)c2cc(NC(=O)Nc3cccc4ccccc34)ccc2O[C@H]1CN(C)C(=O)Nc1ccc2c(c1)OCO2
- NFkB binder: i
> COc1ccc(COCC23N=C4SCC(=O)N4[C@H](c4ccccc4O2)[C@H]3COC(=O)c2ccccc2)cc1
- NFkB binder: i
> Cc1ccc(-c2csc3ncnc(SCC(=O)c4ccc5c(c4)OCCO5)c23)cc1
- NFkB binder: i
> C[C@H](CO)N1C[C@H](C)[C@@H](CN(C)C(=O)Nc2ccc(C(F)(F)F)cc2)Oc2ccc(NC(=O)C3CC3)cc2C1=O
- NFkB binder: i
> C[C@@H]1CN([C@@H](C)CO)C(=O)c2cccc(NS(C)(=O)=O)c2O[C@@H]1CN(C)Cc1ccc(Oc2ccccc2)cc1
- NFkB binder: i
> C[C@@H]1CN([C@@H](C)CO)C(=O)c2cc(NC(=O)NC3CCCCC3)ccc2O[C@@H]1CN(C)C
- NFkB binder: i
> C[C@@H]1CN([C@@H](C)CO)C(=O)c2cc(NS(C)(=O)=O)ccc2O[C@@H](C)CCCCO[C@H]1CN(C)Cc1ccncc1
- NFkB binder: i
> Cc1ccccc1NC(=O)CSc1n[nH]c(-c2ccncc2)n1
- NFkB binder: i
> CNC[C@H]1Oc2c(NC(=O)C3CCOCC3)cccc2C(=O)N([C@H](C)CO)C[C@H]1C
- NFkB binder: i
> C[C@@H]1CCCCO[C@H](CN(C)C(=O)Cc2ccccc2)[C@H](C)CN([C@@H](C)CO)C(=O)c2cc(NC(=O)c3ccncc3)ccc2O1
- NFkB binder: i
> COc1ccc([C@@]2(O)c3c(ccc(CC=C(C)C)c3O)NC(=O)[C@@H]2OC)cc1
- NFkB binder: i
> COc1cc(C2OCC3C(c4cc(OC)c(OC)c(OC)c4)OCC23)cc(OC)c1OC (stereo not drawn)
- NFkB binder: i
> Cc1cc(COc2ccccc2OCc2cc(C)no2)on1
- NFkB binder: i
> Cc1ccc(NC(=O)CSc2nc(N)cc(=O)[nH]2)cc1Cl
- NFkB binder: i
> COc1ccccc1NC(=O)c1ccc(NC(=O)C2COc3ccccc3O2)cc1 (stereo not drawn)
- NFkB binder: i
> O=C1NC(=O)c2cc(Nc3ccc(F)cc3)c(Nc3ccc(F)cc3)cc21
- NFkB binder: i
> O=C(CCC1COc2ccccc2O1)Nc1ncc(C(F)(F)F)cc1Cl (stereo not drawn)
- NFkB binder: i
> COc1ccc(S(=O)(=O)N(C)C[C@H]2OCCCC[C@@H](C)Oc3ccc(NC(=O)CCC(F)(F)F)cc3C(=O)N([C@@H](C)CO)C[C@H]2C)cc1
- NFkB binder: i
> C[C@H]1CN([C@@H](C)CO)C(=O)c2cccc(NS(=O)(=O)c3ccccc3)c2O[C@H]1CN(C)C(=O)NC1CCCCC1
- NFkB binder: i
> C[C@H](CO)N1C[C@H](C)[C@H](CN(C)S(=O)(=O)c2cn(C)cn2)OCCCC[C@H](C)Oc2ccc(NC(=O)Cc3ccccc3)cc2C1=O
- NFkB binder: i

> C[C@H]1CN([C@@H](C)CO)C(=O)Cc2cc(NC(=O)Nc3ccccc3)ccc2O[C@@H]1CN(C)Cc1ccc(C(=O)O)cc1
- NFkB binder: i
> CC(C)NC(=O)Nc1ccc2c(c1)C(=O)N([C@H](C)CO)C[C@H](C)[C@H](CN(C)S(=O)(=O)c1cccs1)OCCCC[C@H](C)O2
- NFkB binder: i
> Cc1noc(C)c1NC(=O)N(C)C[C@@H]1Oc2ccc(NC(=O)C3CC3)cc2C(=O)N([C@@H](C)CO)C[C@@H]1C
- NFkB binder: i
> C[C@@H]1CN([C@H](C)CO)C(=O)Cc2cc(NS(=O)(=O)c3cccs3)ccc2O[C@H]1CN(C)CC1CC1
- NFkB binder: i
> C[C@@H]1CN([C@H](C)CO)C(=O)c2cccc(NS(C)(=O)=O)c2O[C@@H]1CN(C)C(=O)NC1CCCCC1
- NFkB binder: i
> CC(C)NC(=O)Nc1ccc2c(c1)C(=O)N([C@@H](C)CO)C[C@@H](C)[C@H](CN(C)S(C)(=O)=O)OCCCC[C@@H](C)O2
- NFkB binder: i
> C[C@H]1CN([C@@H](C)CO)C(=O)c2cccc(NS(C)(=O)=O)c2O[C@H]1CN(C)C(=O)NC1CCCCC1
- NFkB binder: i
> CC1CCC2C(C)(C)[C@@H](O)CC[C@]2(C)C12Cc1c(O)cc3c(c1O2)CN(C(CCC(=O)O)C(=O)O)C3=O (stereo partly drawn)
- NFkB binder: i
> O=C1O[C@H](c2ccccc2)[C@H](c2ccccc2)N2[C@H]1[C@@H](C(=O)N1CCN(c3ncccn3)CC1)[C@]1(C(=O)Nc3ccc(C#CC4=CCCCC4)cc31)[C@H]2c1ccc(OCCO)cc1
- NFkB binder: i
> O=C1Oc2cc(O)cc(O)c2[C@@H](c2ccc(O)cc2)[C@H]1[C@H]1C(=O)Oc2cc(O)cc(O)c2[C@H]1c1ccc(O)cc1
- NFkB binder: i
> Cc1c(C(N)=O)sc2ncn(CC(=O)Nc3cc(Cl)ccc3Cl)c(=O)c12
- NFkB binder: i
> C[C@@H]1CN([C@@H](C)CO)C(=O)c2cc(NC(=O)CCC(F)(F)F)ccc2O[C@@H](C)CCCCO[C@H]1CN(C)C(=O)c1ccncc1
- NFkB binder: i
> Cc1noc(C)c1S(=O)(=O)N(C)C[C@@H]1OCCCC[C@@H](C)Oc2ccc(NC(=O)CCCN(C)C)cc2C(=O)N([C@H](C)CO)C[C@H]1C
- NFkB binder: i
> COc1ccc(Nc2nc(N)nc(COc3ccc(OC)cc3)n2)cc1
- NFkB binder: i
> Cc1noc(C)c1S(=O)(=O)Nc1ccc2c(c1)CC(=O)N([C@@H](C)CO)C[C@H](C)[C@H](CN(C)C(=O)NC(C)C)O2
- NFkB binder: i
> C[C@@H]1CCCCO[C@H](CN(C)Cc2ccccc2)[C@H](C)CN([C@@H](C)CO)C(=O)c2cc(N(C)C)ccc2O1
- NFkB binder: i
> CCO[C@H]1OC(C(=O)NCc2ccccc2)=C[C@@H](c2cn(C(C)=O)c3ccccc23)[C@@H]1CCCO
- NFkB binder: i
> C[C@H](CO)N1C[C@H](C)[C@@H](CN(C)S(=O)(=O)c2ccc(F)cc2)Oc2ccc(NS(=O)(=O)c3ccccc3)cc2C1=O
- NFkB binder: i
> C[C@@H]1C[C@@H](O)C2[C@@](C)(CO)CCC[C@]2(C)[C@@]1(O)CCc1ccoc1 (stereo partly drawn)
- NFkB binder: i
> C[C@@H]1CN([C@@H](C)CO)C(=O)Cc2cc(NC(=O)CCN3CCOCC3)ccc2O[C@H]1CN(C)C
- NFkB binder: i
> COc1ccc(CN(C)C[C@@H]2Oc3c(NC(=O)Nc4cccc5ccccc45)cccc3C(=O)N([C@H](C)CO)C[C@@H]2C)cc1
- NFkB binder: i
> COc1ccc(OC(C)C(=O)Nc2cc([N+](=O)[O-])ccc2C)cc1 (stereo not drawn)
- NFkB binder: i
> C[C@@H]1CN([C@H](C)CO)C(=O)c2cccc(NS(=O)(=O)c3ccccc3)c2O[C@@H]1CN(C)Cc1ccncc1
- NFkB binder: i
> CNC[C@H]1Oc2ccc(NS(=O)(=O)c3c(C)noc3C)cc2CC(=O)N([C@@H](C)CO)C[C@@H]1C
- NFkB binder: i
> C[C@@H]1CN([C@@H](C)CO)C(=O)c2cc(NS(=O)(=O)c3cn(C)cn3)ccc2O[C@H]1CN(C)S(=O)(=O)c1cn(C)cn1
- NFkB binder: i

> COc1cc(/C=C(/C#N)C(N)=O)cc(CSc2nc3ccccc3s2)c1O
- NFkB binder: i
> CC1(C)CC[C@@]2(C(=O)O[C@@H]3O[C@H](CO)[C@@H](O)[C@H](O)[C@H]3O)C(C1)C1=CCC3[C@@]4(C)CC[C@@H](O[C@@H]5O[C@H](C(=O)O)[C@@H](O[C@@H]6OC[C@@H](O)[C@H](O)[C@H]6O)[C@H](O[C@@H]6OC[C@](O)(CO)[C@H]6O)[C@H]5O)C(C)(C)C4CC[C@@]3(C)[C@]1(C)C[C@H]2O (stereo partly drawn)
- NFkB binder: i
> C[C@@H]1O[C@@H](OC[C@H]2O[C@@H](Oc3c(-c4ccc(O)c(O)c4)oc4cc(O)cc(O)c4c3=O)[C@H](O)[C@@H](O)[C@@H]2O)[C@H](O)[C@H](O)[C@H]1O
- NFkB binder: i
> COc1ccc(C)cc1NC(=O)CCN1CCN(Cc2ccccc2)CC1
- NFkB binder: i
> C[C@H](CO)N1C[C@H](C)[C@H](CN(C)S(=O)(=O)c2ccccc2)OCc2cn(nn2)CCCC1=O
- NFkB binder: i
> COc1ccc(S(=O)(=O)N(C)C[C@H]2OCCCC[C@@H](C)Oc3ccc(N(C)C)cc3C(=O)N([C@@H](C)CO)C[C@@H]2C)cc1
- NFkB binder: i
> C[C@@H]1CN([C@@H](C)CO)C(=O)Cc2cc(NS(=O)(=O)c3cn(C)cn3)ccc2O[C@H]1CN(C)C(=O)Nc1ccc(F)cc1
- NFkB binder: i
> C[C@@H]1CCCCO[C@@H](CN(C)C)[C@H](C)CN([C@H](C)CO)C(=O)c2cc(NC(=O)Nc3ccccc3)ccc2O1
- NFkB binder: i
> C[C@H](CO)N1C[C@H](C)[C@H](CN(C)Cc2ccncc2)Oc2ccc(NC(=O)Cc3ccccc3)cc2CC1=O
- NFkB binder: i
> CN(CCCC(=O)O)c1nc(-c2ccc(F)cc2)cs1
- NFkB binder: i
> O=S(=O)(N[C@@H]1CCCN(Cc2ccc(OCCO)cc2)C1)c1cc(C(F)(F)F)ccc1Cl
- NFkB binder: i
> COc1ccccc1C1(O)CCN(CCCn2c3ccccc3c3ccccc32)CC1
- NFkB binder: i
> CC(C)NC(=O)N(C)C[C@@H]1Oc2c(NC(=O)Nc3cccc4ccccc34)cccc2C(=O)N([C@H](C)CO)C[C@@H]1C
- NFkB binder: i
> C[C@@H]1CN([C@H](C)CO)C(=O)c2cc(NC(=O)CCC(F)(F)F)ccc2O[C@@H](C)CCCCO[C@@H]1CN(C)S(=O)(=O)c1ccccc1
- NFkB binder: i
> C[C@@H]1C[C@H]2OC[C@@]3(C)CCC[C@](C)(C23)[C@@]1(O)CCc1ccoc1 (stereo partly drawn)
- NFkB binder: i
> Cc1nn(Cc2cccc(C(=O)Nc3ccc(S(=O)(=O)N4CCCCC4)cc3)c2)c(C)c1Cl
- NFkB binder: i
> CCOC(=O)/C=C/c1ccccc1OC
- NFkB binder: i
> Cc1ccc(-c2nc3ncccc3o2)cc1NC(=O)COc1cc(C)c(Cl)c(C)c1
- NFkB binder: i
> CO[C@H]1/C=C\O[C@@]2(C)Oc3c(C)c(O)c4c(O)c(c(/C=N\N5CCN(C)CC5)c(O)c4c3C2=O)NC(=O)/C(C)=C\C=C/C(C)[C@H](O)[C@@H](C)[C@@H](O)[C@@H](C)[C@@H](OC(C)=O)[C@@H]1C (stereo partly drawn)
- NFkB binder: +
> c1ncc(CCCC2CCNCC2)[nH]1
- NFkB binder: i
> CC(C)NC(=O)Nc1ccc2c(c1)C(=O)N([C@H](C)CO)C[C@H](C)[C@@H](CN(C)S(=O)(=O)c1ccc(F)cc1)OCCCC[C@@H](C)O2
- NFkB binder: i
> COc1ccc(S(=O)(=O)Nc2ccc3c(c2)CC(=O)N([C@@H](C)CO)C[C@H](C)[C@@H](CN(C)CC2CC2)O3)cc1
- NFkB binder: i
> CNC[C@@H]1OCCCC[C@@H](C)Oc2ccc(N)cc2C(=O)N([C@@H](C)CO)C[C@H]1C
- NFkB binder: i
> Cc1noc(C)c1NC(=O)Nc1cccc2c1O[C@H](CN(C)C)[C@@H](C)CN([C@@H](C)CO)C2=O
- NFkB binder: i
> C[C@H](CO)N1C[C@H](C)[C@@H](CN(C)C(=O)Nc2ccc(F)cc2)Oc2c(NS(=O)(=O)c3ccccc3)cccc2C1=O
- NFkB binder: i

> C=CCOC(=O)C(=O)/C=C/c1coc2ccccc2c1=O
- NFkB binder: i
> COc1ccc(S(=O)(=O)N(C)C[C@@H]2Oc3ccc(NS(=O)(=O)c4cccs4)cc3C(=O)N([C@H](C)CO)C[C@H]2C)cc1
- NFkB binder: i
> C[C@@H]1CN([C@@H](C)CO)C(=O)c2cc(NC(=O)C3CC3)ccc2O[C@H]1CN(C)C(=O)Nc1ccccc1
- NFkB binder: i
> C/C=C1/[C@H](O[C@@H]2O[C@H](CO)[C@@H](O)[C@H](O)[C@H]2O)OC=C2C(=O)O[C@@H]3C[C@@H](C(C)CO)[C@H](COC(=O)C[C@H]21)[C@H]3C (stereo partly drawn)
- NFkB binder: i
> CNC[C@H]1Oc2ccc(NC(=O)Nc3cccc4ccccc34)cc2CC(=O)N([C@H](C)CO)C[C@@H]1C
- NFkB binder: i
> CNC[C@@H]1OCCCC[C@@H](C)Oc2ccc(N(C)C)cc2C(=O)N([C@H](C)CO)C[C@@H]1C
- NFkB binder: i
> COc1cc(O[C@@H]2O[C@H](CO[C@H]3OC[C@](O)(COC(=O)c4ccc(O)c(OC)c4)[C@H]3O)[C@@H](O)[C@H](O)[C@H]2O)ccc1O
- NFkB binder: i
> CC(C)(O)/C=C/C1=CC(O)C(C)(O)CC1O (stereo not drawn)
- NFkB binder: i

Sorted by formula weight (rising): part of the list above.
> CC(C)(O)/C=C/C1=CC(O)C(C)(O)CC1O (stereo not drawn)
- NFkB binder: i
> CNC[C@H]1Oc2ccc(NC(=O)Nc3cccc4ccccc34)cc2CC(=O)N([C@H](C)CO)C[C@@H]1C
- NFkB binder: i
> C[C@@H]1CN([C@@H](C)CO)C(=O)c2cc(NC(=O)C3CC3)ccc2O[C@H]1CN(C)C(=O)Nc1ccccc1
- NFkB binder: i
> C/C=C1/[C@H](O[C@@H]2O[C@H](CO)[C@@H](O)[C@H](O)[C@H]2O)OC=C2C(=O)O[C@@H]3C[C@@H](C(C)CO)[C@H](COC(=O)C[C@H]21)[C@H]3C (stereo partly drawn)
- NFkB binder: i

Not all compounds are listed, so the mix of outcomes need not match the whole.
